Screening results from PubChem.
SKKanGAS inh: blocks kanamycin growth of S. pyogenes SKKanGAS strain | BacTiter-Glo, 6 h | inhibition, % at 7.5 µM | 1.3% of 300,000 active | AID 1662;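 active = mean replicate score, as percent of positive control median, at least 50; inconclusive = mean below 50 but one replicate at or above 50; inactive = mean and every replicate below 50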;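 note: strain carries kanamycin resistance gene driven by streptokinase promoter and grows in 40 µg/ml kanamycin; loss of luminescence reflects streptokinase promoter inhibition or plain growth inhibition; 0% = median of DMSO wells and 100% = positive control at its reference dose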
Platelet DG rel: modulates dense granule release in human platelets; inhibition, %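 (compounds screened at 7.5 µM in platelet-rich plasma)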; 0.22% of 300,000 active; human platelet-rich plasma, SFLLRN dense granule ATP release, luminescence; AID 1663;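 active = mean replicate score, as percent of positive control, at or above 50; inconclusive = mean below 50 but at least one replicate at or above 50; inactive = mean and every replicate below 50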
HIF activator: HIF pathway transcriptional activation | 0.32% of 300,000 active | U2OS HRE-luciferase reporter, luminescence; normalized: DMSO 0%, desferrioxamine 100% | activation, % at 7.5 µM (by protocol);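 active = mean activation of at least 10% of the iron chelator positive control signal, with at least half of replicates also reaching 10%; inconclusive = mean and replicate majority disagree about reaching 10%; inactive = mean and most replicates under 10%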
MrgX1 allo act: allosterically activates human MrgX1 receptor signaling | Q96LB2 | MrgX1-HEK293, Fluo-4 calcium flux, FDSS; active compounds read high | B-score at 10 µM | 0.63% of 310,000 active;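 active = plate-corrected calcium response at least 3 library SD above typical, normal starting fluorescence, not activating the receptor alone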;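 note: compound read alongside a low EC10 to EC30 dose of BAM8-22 agonist; peak minus trough fluorescence over baseline measured at the second addition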
TRPC4 block: TRPC4 (mouse) channel inhibition; Q9QUQ5; HEK293 TRPC4beta/mu-opioid, DAMGO-evoked Fluo4 calcium flux; active compounds read low; B-score at 10 µM; 0.39% of 300,000 active;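 active = B-score over 3 SD under the library average, no early fluorescence shift, positive overall ratio signal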
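Assay system: HEK293 cells with stable TRPC4beta plus mu-opioid receptor expression. Dosing: single dose. Measured by: Fluo4 Ca2+ flux fluorescence. Also added: DAMGO in two steps, submaximal then maximal. Read-out: B score from integrated Fluo4 fluorescence ratio.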
MrgX1 antag: blocks BAM8-22 activation of human MrgX1 receptor; Q96LB2; MRGX1-HEK293 calcium flux, Fluo-4, BAM8-22 antagonism; active compounds read low; B-score at 10 µM; 1.3% of 310,000 active; AID 588676;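 active = calcium-response B-score plate-corrected more than 3 library SD below zero, starting fluorescence within 5 deviations, no agonist response on first addition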;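 note: peak minus trough fluorescence over baseline after final BAM8-22 challenge near maximal dose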
RGS4 pot: RGS4 potentiation or activation | HEK293 M3R/inducible RGS4, carbachol calcium flux Fluo4; active compounds read low | 0.92% of 310,000 active | B-score at 10 µM;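 active = B-score of the integrated calcium signal more than 4 SD below the library mean, with starting fluorescence not abnormally high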;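 note: negative B-score means reduced calcium response which marks RGS4 activation or potentiation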
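System: HEK293 FlpIn-TREx cells, stable M3R, doxycycline-inducible RGS4. Timing: overnight RGS4 induction, 30 min dye load 37 °C, 20 min compound RT. Also added: carbachol, ECmax concentration. Measured by: Fluo4 fluorescence kinetic imaging of calcium. Evaluation: integrated calcium ratio converted to B score.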
RGS4 block: inhibitors of human RGS4. P49798. HEK293 M3R/RGS4 inducible, Fluo-4 calcium flux; active compounds read high; triggered by carbachol at its EC20. B-score at 10 µM. 0.45% of 310,000 active;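 active = B-score, a plate-corrected calcium signal, over three deviations above library mean, with baseline fluorescence within five deviations of library mean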;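 note: RGS4 expression induced by doxycycline in cells with stable M3 receptor; B-score is computed from the integrated fluorescence ratio over baseline after carbachol; higher B-score means a larger calcium signal and so more RGS4 inhibition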
Target sequence (P49798 whole entry, looked up): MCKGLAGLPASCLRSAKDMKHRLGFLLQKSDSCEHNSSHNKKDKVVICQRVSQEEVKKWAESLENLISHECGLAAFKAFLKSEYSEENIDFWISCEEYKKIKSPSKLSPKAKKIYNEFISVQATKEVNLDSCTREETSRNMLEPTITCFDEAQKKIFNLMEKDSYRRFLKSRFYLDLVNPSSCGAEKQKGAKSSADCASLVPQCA
MrgX1 ag: agonists of human MrgX1 receptor | B-score at 10 µM | AID 588627 | 0.44% of 310,000 active | MrgX1-HEK293 cells, Fluo-4 calcium fluorescence, agonist mode; active compounds read high;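 active = calcium response B-score plate-corrected fluorescence ratio at least 3 library SD, with starting fluorescence B-score inside 5 SD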
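Assay system: MrgX1-expressing HEK293 cells / Amount: fifteen thousand cells per well / Doses: test compound in the initial addition of three / Timing: cells plated overnight, dye loaded 0.5 h 37 °C, 0.5 h room temperature / Technique: kinetic calcium dye fluorescence, Fluo-4 NW / Control set: positive and negative controls per plate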
TRPC6 inh: blocks the mouse TRPC6 cation channel; Q61143; AID 2553; 1.1% of 310,000 active; B-score at 10 µM; HEK293-TRPC6, membrane potential dye, ACh-evoked depolarization; active compounds read low;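 active = B-score under library mean minus 3 SD, initial fluorescence not abnormally high, positive integrated signal ratio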;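 note: B-score derived from integrated fluorescence ratio over the kinetic read; more negative B-score means stronger inhibition of depolarization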
Target sequence (Q61143 whole entry, looked up): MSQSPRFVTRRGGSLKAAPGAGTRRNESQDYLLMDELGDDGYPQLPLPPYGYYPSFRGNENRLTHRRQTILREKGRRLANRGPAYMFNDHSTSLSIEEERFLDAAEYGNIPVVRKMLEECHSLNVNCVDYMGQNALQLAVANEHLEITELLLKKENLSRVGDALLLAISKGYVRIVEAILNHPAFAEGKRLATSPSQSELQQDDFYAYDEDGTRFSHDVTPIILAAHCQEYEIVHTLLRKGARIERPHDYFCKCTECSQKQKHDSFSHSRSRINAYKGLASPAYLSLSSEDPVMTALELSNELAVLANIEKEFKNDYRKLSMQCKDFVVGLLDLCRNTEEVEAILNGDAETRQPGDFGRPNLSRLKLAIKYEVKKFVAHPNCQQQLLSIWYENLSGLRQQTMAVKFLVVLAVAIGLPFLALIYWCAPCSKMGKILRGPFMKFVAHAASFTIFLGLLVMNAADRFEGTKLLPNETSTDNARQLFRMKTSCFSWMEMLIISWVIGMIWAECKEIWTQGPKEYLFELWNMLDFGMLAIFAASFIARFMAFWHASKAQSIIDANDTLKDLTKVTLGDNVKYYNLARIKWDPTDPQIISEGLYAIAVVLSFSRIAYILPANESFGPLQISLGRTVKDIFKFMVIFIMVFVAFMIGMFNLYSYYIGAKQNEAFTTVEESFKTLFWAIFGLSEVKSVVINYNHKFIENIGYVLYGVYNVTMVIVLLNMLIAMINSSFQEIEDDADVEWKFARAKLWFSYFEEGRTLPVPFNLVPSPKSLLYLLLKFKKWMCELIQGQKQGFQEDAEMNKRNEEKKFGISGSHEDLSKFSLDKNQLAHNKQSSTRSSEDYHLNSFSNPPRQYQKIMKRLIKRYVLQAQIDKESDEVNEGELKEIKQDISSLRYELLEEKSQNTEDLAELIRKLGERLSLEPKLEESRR
TRPC6 act: mouse TRPC6 channel activation; Q61143; HEK293-TRPC6 membrane potential dye fluorescence; active compounds read high; B-score at 10 µM; 0.13% of 310,000 active; AID 2550;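 active = B-score of the integrated fluorescence ratio above library mean plus 3 SD, and starting fluorescence ratio within library mean plus 5 SD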;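 note: higher score means more depolarization so channel activation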
* hit, by the source's call; i = inactive; ? = inconclusive; nt = not tested or not shown. Outcome played no part in choosing rows. About 6.1% of those tested had a hit in this group.

Structure	SKKanGAS inh	Platelet DG rel	HIF activator	MrgX1 allo act	TRPC4 block	MrgX1 antag	RGS4 pot	RGS4 block	MrgX1 ag	TRPC6 inh	TRPC6 act
O=C(NC(=O)c1csnn1)Nc1ccccc1Cl	20	-6	1.2	i	i	i	i	i	i	i	i
O=C(/C=C/c1cccnc1)c1ccc([N+](=O)[O-])cc1	-3	6	0.6	i	i	i	i	6*	i	i	i
COC(=O)c1c(NC(=O)COC(=O)Cn2cnc3ccccc32)sc(C)c1C	1	nt	-1.4	i	i	i	i	i	i	i	i
CCCC(C(=O)NC(C)(C)C)N(C(=O)c1snc(C(N)=O)c1N)c1ccc2c(c1)OCCO2 (stereo not drawn)	4	4	-0.7	i	i	i	i	i	i	i	i
N#C/C(C(=O)Oc1ccccc1)=C1/Nc2ccccc2-c2ccccc21	-4	-9	1.2	nt	i	nt	i	i	nt	i	i
COCCn1c(-c2cc(OC)c(OC)c(OC)c2)nc2oc3ccccc3c(=O)c2c1=O	1	4	0.4	i	i	i	i	i	i	i	i
COC(=O)CC1C(=O)NCCN1C(=O)CSc1nc2ccccc2o1 (stereo not drawn)	8	-1	-0.7	i	i	i	i	i	i	i	i
CCC1CCC/C1=N\NC(=O)c1ccccc1Cl (stereo not drawn)	0	-6	0.2	i	i	i	i	i	i	i	i
O=C(CSc1ccccc1)Nc1ccccc1N1CCOCC1	2	2	-0.1	8.5*	i	i	i	i	i	i	i
CC(=O)c1ccc(OCc2cc(C(=O)N(C)Cc3nc4c(C)cccc4[nH]3)no2)cc1	32	-3	-0.1	i	i	i	i	i	i	i	i
CCCCN(C)CCCNC(=O)c1cc(Nc2ccc(OC)c(OC)c2)nc2ccccc12	-5	3	1.7	i	i	i	i	i	i	i	i
CCOc1ccc(NC(=O)CSc2ccccc2N)cc1	6	4	-0.6	i	i	i	i	i	i	i	i
O=C(c1cc(Br)c(Br)s1)N1CCN(c2ccccn2)CC1	-10	-17	0.7	i	i	i	i	i	i	i	i
Clc1ccc(C2=CSC3=NCCN23)cc1Cl	-15	-15	0.4	i	i	i	i	i	i	i	i
CCc1ccccc1NC(=O)Cn1nc(C(F)(F)F)cc1C1CC1	-3	-10	0.1	i	i	i	i	i	i	i	i
COc1ccc(C2=NCCn3c2c2ccc(C(F)(F)F)cc2[n+]3[O-])cc1	-1	-3	-1.5	i	i	i	i	i	i	i	i
CC(=O)c1c(C)[nH]c(C(=O)OCC(=O)Nc2ccc([N+](=O)[O-])cc2Cl)c1C	10	-3	-0.1	i	i	i	i	i	i	i	i
O=C(CSCc1c(F)cccc1F)Nc1ccccc1	2	-4	2.8	i	i	i	i	i	i	i	i
COC(=O)c1ccc(N2CCOCC2)c(NC(=O)c2ccc3c(c2)OCO3)c1	-6	-4	0.1	i	i	i	i	i	i	i	i
CCCOP(=O)(c1ccc(N(C)C)cc1)C(O)c1ccc(Cl)cc1Cl (stereo not drawn)	3	-8	-2.1	i	i	i	i	i	i	i	i
CC(C)(C)C1=C(C#N)C(c2ccc3c(c2)OCO3)C(C#N)=C(N)O1 (stereo not drawn)	-10	-5	-0.5	i	i	i	i	i	i	i	i
CCCCNC(=O)c1ccc(CS(=O)(=O)c2ccc(OC)cc2)o1	-9	2	-0.2	i	i	i	i	i	i	i	i
O=C(NCCCN=C1NS(=O)(=O)c2ccccc21)c1ccc(S(=O)(=O)N2CCOCC2)cc1	7	0	-0.1	i	i	i	i	i	i	i	i
C=CCNCC#CCOc1ccc(OC)cc1	1	0	0.5	i	i	i	i	i	i	i	i
CCn1cnc2c1c(=O)n(CC(=O)Nc1ccc3c(c1)OC(F)(F)O3)c(=O)n2Cc1ccccc1	-1	2	-0.3	i	i	i	i	i	i	i	i
Cc1cc(C(=O)NCc2ccc(S(N)(=O)=O)cc2)ccc1[N+](=O)[O-]	2	2	-0.3	i	i	i	i	i	i	i	i
CCOC(=O)CSc1nnc(NC(=O)c2ccc3c(c2)OCO3)s1	3	1	-1.6	i	i	i	i	i	i	i	i
CC(=O)c1cc(-c2ccc(F)cc2)n(CCC(=O)Nc2cccnc2)c1C	4	0	-0.4	i	i	i	i	i	i	i	i
Cc1ccc2oc(C(=O)N3CCN(Cc4nccn4C)CC3)c(C)c2c1	-2	14	0.3	i	i	i	i	i	i	i	i
COC(=O)c1cc(NC2c3ccccc3C(=O)N2c2cccnc2)cc(C(=O)OC)c1 (stereo not drawn)	-3	?	-0.1	i	i	i	i	i	i	i	i
Cc1nc(NS(=O)(=O)c2ccccc2)sc1C(C)(C)C	-7	0	0.4	i	i	i	i	i	i	i	i
Cc1cc(C(=O)N/N=C/c2c(C)n(C)c3ccccc23)n[nH]1	-17	-3	-0.2	i	i	i	i	i	i	i	i
COc1ccccc1-c1ocnc1C(=O)N1CCN(S(=O)(=O)c2ccc(NC(C)=O)cc2)CC1	-2	-2	0.2	i	i	i	i	i	i	i	i
Brc1ccccc1-c1nnc2sc(-c3ccc4c(c3)OCCO4)nn12	8	3	4.1	i	i	i	i	i	i	i	i
CC(/C=N/NC(=O)c1nn(C)c(C)c1Br)=C\c1ccccc1	1	5	3.3	i	i	i	i	i	i	i	i
NC(=O)CC(NC(=O)c1cccc(Br)c1)c1ccc(N2CCC(N3CCCC3)CC2)c([N+](=O)[O-])c1 (stereo not drawn)	-1	-2	0.6	i	i	i	i	i	i	i	i
COc1ccc(-n2cc(-c3ccc(Cl)cc3)[nH]c2=S)cc1	19	7	0.4	i	i	i	i	i	i	i	i
CCC(C)[C@H](N)c1cn([C@@H](Cc2ccc(O)cc2)C(=O)N2CCNCC2)nn1 (stereo partly drawn)	4	1	-1.4	i	i	i	i	i	i	i	i
CC(C)c1nnc2c(N(C)S(=O)(=O)c3ccccc3)nc3ccccc3n12	0	0	-0.2	i	i	i	i	i	i	i	i
COc1ccc(OC)c(/C=N/N=C(\N)c2nonc2N)c1	4	5	1.2	i	i	i	i	i	i	i	i
Cc1ccc(N=Cc2c(C)[nH]n(-c3ccccc3)c2=O)nc1	4	-1	-0.2	i	i	i	i	i	i	i	i
CCN1CCCC1CNC(=O)c1ccccc1Cl (stereo not drawn)	-4	1	0.7	i	i	i	i	i	i	i	i
Cc1cc(C(=O)NC(=S)Nc2cccc(NC(=O)C(C)C)c2)ccc1[N+](=O)[O-]	1	2	1.0	i	i	i	i	i	i	i	i
O=C(CN(Cc1cccs1)C(=O)c1csnn1)NC1CCCC1	5	1	-0.2	i	i	i	i	i	i	i	i
COc1ccc(/C(C)=N\NC(=O)CNC(=O)C(c2ccccc2)c2ccccc2)cc1OC	9	14	-0.2	i	i	i	i	i	i	i	i
CC1Cc2ccccc2N1C(=O)CSc1ncccn1 (stereo not drawn)	-1	-4	0.3	i	i	i	i	i	i	i	i
O=C(COc1ncnc2ccccc12)Nc1cc(S(=O)(=O)N2CCOCC2)ccc1Cl	8	-3	-0.2	i	i	i	i	i	i	i	i
CC(C)(C)c1ccc(C(=O)NCCCNC(=O)c2ccccn2)cc1	-6	2	0.1	i	i	i	i	i	i	i	i
Clc1ccccc1C1CC(c2ccccc2)=Nc2ccccc2N1 (stereo not drawn)	26	3	2.1	i	i	i	-7.4*	i	i	i	i
CC(O)(CS(=O)(=O)Cc1ccccc1)C(=O)Nc1cccc(C(F)(F)F)c1 (stereo not drawn)	0	7	-0.5	i	i	i	i	i	i	i	i
COc1ccc(CCN2CC(C(=O)N(C)Cc3ccc(C)o3)CCC2=O)cc1 (stereo not drawn)	5	-4	3.3	i	i	i	i	i	i	i	i
O=C(COC(=O)c1cnccn1)c1ccc2ccccc2c1	0	-1	-0.2	i	i	i	i	i	i	i	i
CC(C)c1nnc(NC(=O)c2ccc(N3C(=O)CCC3=O)cc2)s1	-1	0	1.3	i	i	i	i	i	i	i	i
Cc1cc(NC(=O)CSc2nnc(C3CC3)n2Cc2ccccc2)no1	4	3	-0.2	i	i	i	i	i	i	i	i
COc1cccc(-c2ccc(-c3noc(-c4cccs4)n3)c(OC)n2)c1	8	12	0.0	i	i	i	i	i	i	i	i
CS(=O)(=O)c1nc(-c2ccccc2)cc(-c2ccccc2)c1C#N	9	-1	-0.8	i	i	i	i	i	i	i	i
Cc1cc(C)nc(SCc2nnc(SCC(=O)Nc3cc(C(F)(F)F)ccc3Cl)o2)n1	-2	2	-0.2	i	i	i	i	i	i	i	i
COCCOC(=O)C1=C(C)NC2=C(C(=O)CC(C)(C)C2)C1c1cc2c(cc1Br)OCO2 (stereo not drawn)	11	1	0.3	i	i	i	i	i	i	i	i
O=C(CCC(=O)OCC(=O)c1ccc(Br)cc1)Nc1ccc(Br)c2cccnc12	2	-1	0.3	i	i	i	i	i	i	i	i
C#CCNc1cc(C)nc2ncnn12	nt	-4	-0.1	i	i	i	i	i	i	i	i

Additional structures:
Structure	SKKanGAS inh	Platelet DG rel	HIF activator	MrgX1 allo act	TRPC4 block	MrgX1 antag	RGS4 pot	RGS4 block	MrgX1 ag	TRPC6 inh	TRPC6 act
O=C(N/N=C/c1ccsc1)C1CC1	1	8	0.2	i	i	i	i	i	i	i	i
CNc1nc2cccnc2s1	2	-12	0.2	i	i	i	i	i	i	i	i
O=c1[nH]c(CN2CCN(S(=O)(=O)/C=C/c3ccccc3)CC2)nc2cc(Cl)ccc12	16	7	0.0	i	i	i	i	i	i	i	i
Cc1ccc2nsnc2c1S(=O)(=O)N1CCN(C(=O)C2CCCO2)CC1 (stereo not drawn)	-1	-2	2.1	i	i	i	i	i	i	i	i
COc1ccc(N=Cc2sc(O)c3ccccc23)cc1	-4	1	-1.3	i	i	i	i	i	44*	i	i
COC(C[C@H]1O[C@@H]1C(=O)[C@H](C)OCc1ccccc1)OC	3	0	2.1	i	i	i	i	i	i	i	i
COCCn1c(SCC(=O)Nc2ccccc2F)nc2c([nH]c3ccccc32)c1=O	-4	11	-0.1	i	i	i	i	i	i	i	i
COc1ccc(-c2c([C@H]3[C@H]4C=CC[C@@H](C)[C@@H]4C(=O)N3Cc3ccccc3)ccc3ccccc23)cc1OC	22	-2	0.3	i	i	i	i	i	i	i	i
